NCI-60 one-dose screen, 48 h, at 10 µM unless noted. Numbers give growth in % (100 = growth as untreated, 0 = no growth, -100 = all killed).
SR: SR leukemia cells. actives 8.7% (n = 73,000)
K-562: K-562 leukemia; actives 7.4% (n = 78,000)
MDA-MB-231: MDA-MB-231 breast cancer; AID 1794789; actives 5% (n = 81,000)
HS 578T: HS 578T breast cancer; actives 4.1% (n = 78,000); AID 1794788
MDA-MB-468: MDA-MB-468 breast cancer | AID 2202374 | actives 8.5% (n = 78,000)
MCF7: MCF7 breast cancer | actives 6.3% (n = 82,000) | AID 1794796
T-47D: T-47D breast cancer; actives 5% (n = 79,000); AID 1794792
BT-549: BT-549 breast cancer. actives 4.4% (n = 78,000)
* = called active by the depositor; & = joins results of further samples. How the source made its calls: active means growth percent below 10; inactive means the rest.

Screening S=C1Nc2ccccc2C(=S)N2CCCC12 (configuration not stated) returned SR 101, K-562 101, MDA-MB-231 97, HS 578T 94, MDA-MB-468 102, MCF7 101, T-47D 94 and BT-549 100.
`CCN(CC)Cc1cc(OC(=O)c2ccccc2)cc(C(=O)OC)c1` gave K-562 105, MDA-MB-231 104, HS 578T 105, MDA-MB-468 106, MCF7 93, T-47D 103 and BT-549 110.
CCOC(=O)C(Cc1ccccc1)n1c(O)c(C=Nc2cc(Cl)ccc2OC)sc1=S (configuration not stated) was read as SR 75, K-562 90, MDA-MB-231 109, HS 578T 95, MDA-MB-468 95, MCF7 64, T-47D 58 and BT-549 101.
O=C(N/N=C/C=C/c1ccccc1)c1ccncc1 was read as SR 94, K-562 103, MDA-MB-231 108, HS 578T 118, MDA-MB-468 110, MCF7 85, T-47D 13 and BT-549 96.
For CC1CCN(C(=O)CSc2nc3sc4c(c3c(=O)[nH]2)CCCC4)CC1 the results were SR 85, K-562 86, MDA-MB-231 105, HS 578T 113, MCF7 109, T-47D 102 and BT-549 95.
N#Cc1c(-c2ccccc2)[nH]c2ncc(-c3ccc4ccccc4c3)n2c1=O was read as SR 92, K-562 100, MDA-MB-231 99, HS 578T 102, MDA-MB-468 109, MCF7 84, T-47D 92 and BT-549 98.
Screening Cc1ccc2c(n1)C(=O)C(Br)=C(CC(C)C)C2=O returned SR 17, K-562 34, MDA-MB-231 91, HS 578T 102, MDA-MB-468 91, MCF7 93, T-47D 82 and BT-549 99.
`Nc1ccccc1-c1cc2c(c3c1[nH]c1ccccc13)CCCCCCCCCC2` gave SR 87, K-562 89, MDA-MB-231 105, HS 578T 95, MDA-MB-468 113, MCF7 78, T-47D 96 and BT-549 99.
For COC(=O)C1(CC(=O)c2ccc(OC)cc2)NC(=S)NC(=O)C1C#N (configuration not stated) the results were SR 102, K-562 114, MDA-MB-231 109, HS 578T 110, MDA-MB-468 102, MCF7 102, T-47D 113 and BT-549 125.
For Cn1ccc2cc(NC(=O)c3ccnnc3)ccc21 the results were SR 108, K-562 112, MDA-MB-231 86, HS 578T 105, MDA-MB-468 114, MCF7 89 and T-47D 107.
`CC(=O)N[C@H](Cc1ccccc1)C(=O)N[C@H](CS)C(=O)N[C@@H](CCCCN)C(=O)N[C@@H](C)C(=O)N[C@H](CCCNC(=N)N)C(=O)N[C@H](CCCNC(=N)N)C(=O)N[C@H](CCCNC(=N)N)C(=O)N[C@H](CCCNC(=N)N)C(=O)N[C@H](CCCNC(=N)N)C(=O)N[C@H](CCCNC(=N)N)C(=O)N[C@H](CCCNC(=N)N)C(=O)N[C@H](CCCNC(=N)N)C(=O)O` gave SR 93, K-562 104, MDA-MB-231 113, HS 578T 102, MDA-MB-468 96, MCF7 97, T-47D 103 and BT-549 101.
Screening CCn1c(=O)c(C(c2ccc(C)cc2)c2c(O)c3ccccc3n(CC)c2=O)c(O)c2ccccc21 returned SR 110, MDA-MB-231 97, HS 578T 97, MDA-MB-468 104, MCF7 98, T-47D 88 and BT-549 99.
COc1ccc(CC(N)C(=O)O)cc1 (configuration not stated) was read as SR 105, K-562 109, MDA-MB-231 112, HS 578T 103, MDA-MB-468 101, MCF7 90, T-47D 92 and BT-549 102.
For CSc1nnc(C2=CC(=O)c3ccccc3C2=O)n1-c1ccccc1 the results were SR 70, K-562 -0.2*, MDA-MB-231 93, HS 578T 112, MDA-MB-468 83, MCF7 94, T-47D 78 and BT-549 93.
`CC(=O)C1CCC2C3CC=C4CC(SC(=N)N)CCC4(C)C3CCC12C` (configuration not stated) gave SR -36*, K-562 -5.3*, MDA-MB-231 47, HS 578T 73, MDA-MB-468 -37*, MCF7 -2.3*, T-47D 41 and BT-549 76.
`O=S(=O)(NCCNc1nccc(-c2c(-c3cccc(F)c3)nc3occn23)n1)c1ccc(Br)cc1` gave SR 66, K-562 69, MDA-MB-231 82, HS 578T 75, MDA-MB-468 68, T-47D 77 and BT-549 103.
Screening O=C(N/N=C\c1cccc([N+](=O)[O-])c1)N/N=C/c1cccc([N+](=O)[O-])c1 returned SR 109, K-562 99, MDA-MB-231 100, HS 578T 98, MDA-MB-468 82, MCF7 66, T-47D 97 and BT-549 108.
For COc1ccc(-c2nc(SCc3nnc(-c4ccc(Cl)cc4)o3)[nH]c(=O)c2C#N)cc1 the results were SR 107, K-562 110, MDA-MB-231 103, HS 578T 103, MDA-MB-468 105, MCF7 97, T-47D 100 and BT-549 109.
`CCCCn1c(=O)c(/C=C/C(=O)/C=C2/CC(c3cc4cc(C)ccc4n(CCCC)c3=O)Nc3ccccc3N2)cc2cc(C)ccc21` (configuration not stated) gave SR 82, K-562 83, MDA-MB-231 82, HS 578T 93, MDA-MB-468 94, MCF7 81, T-47D 75 and BT-549 92.
Screening Cc1cc(=S)nc(N)[nH]1 returned SR 91, K-562 107, MDA-MB-231 107, HS 578T 101, MDA-MB-468 103, MCF7 97, T-47D 118 and BT-549 100.
Cc1cc(-c2ccco2)c(C#N)c(=O)n1C(=O)c1ccccc1 was read as SR 98, K-562 102, MDA-MB-231 100, HS 578T 111, MDA-MB-468 104, MCF7 92, T-47D 94 and BT-549 101.
Screening O=[N+]([O-])c1ccc(NN=C(C2CC2)C2CC2)c([N+](=O)[O-])c1 returned SR 85, K-562 84, MDA-MB-231 138, HS 578T 103, MDA-MB-468 96, MCF7 99, T-47D 95 and BT-549 97.
For CCOC(=O)c1cc2c3c(ccc(NS(=O)(=O)c4ccccc4OC)c3n1)N(C)C2=O the results were SR 73, MDA-MB-231 65, HS 578T 59, MDA-MB-468 54, MCF7 49, T-47D 71 and BT-549 84.
c1ccc(SC23CC4CC(CC(C4)C2)C3)nc1 was read as SR 91, K-562 93, MDA-MB-231 113, HS 578T 98, MDA-MB-468 97, MCF7 116, T-47D 97 and BT-549 123.
Screening C#CCOC(=O)[C@]12CC[C@@H](C(=C)C)[C@@H]1[C@H]1CC[C@@H]3[C@@]4(C)Cc5c([nH]c6ccccc56)C(C)(C)[C@@H]4CC[C@@]3(C)[C@]1(C)CC2 returned SR 118, K-562 100, MDA-MB-231 107, HS 578T 90, MDA-MB-468 105, MCF7 88, T-47D 101 and BT-549 110.
`N#CC1=C(N)Oc2c(sc3c(F)cccc23)C1c1ccc(O)cc1` (configuration not stated) gave SR 31, K-562 36, MDA-MB-231 84, HS 578T 73, MDA-MB-468 52, MCF7 53, T-47D 84 and BT-549 82.
Screening Cc1ccc(S(=O)(=O)NCCCNc2nccc(-c3cn(C(C)(C)C)nc3-c3ccc(F)c(O)c3)n2)cc1 returned SR 85, K-562 54, MDA-MB-231 103, HS 578T 93, MDA-MB-468 87, MCF7 85, T-47D 84 and BT-549 91.
Screening Clc1ccccc1-n1cc(CSc2nnc(COc3cccc4cccnc34)o2)nn1 returned SR 80, K-562 87, MDA-MB-231 85, HS 578T 100, MDA-MB-468 85, MCF7 82, T-47D 99 and BT-549 102.
Screening O=C1CC(c2ccc(O)cc2)Oc2cc(O)cc(O)c21 (configuration not stated) returned SR 108&95, K-562 98&89, MDA-MB-231 110&99, HS 578T 90&111, MDA-MB-468 102, MCF7 147&119, T-47D 114&114 and BT-549 126&101.
For CN(C)c1ccc(/C=C/c2cnccn2)cc1 the results were SR 93, K-562 101, MDA-MB-231 105, HS 578T 115, MDA-MB-468 95, MCF7 91, T-47D 103 and BT-549 92.

A draw from above in order of SMILES length, rising:
For CN(C)c1ccc(/C=C/c2cnccn2)cc1 the results were SR 93, K-562 101, MDA-MB-231 105, HS 578T 115, MDA-MB-468 95, MCF7 91, T-47D 103 and BT-549 92.
Screening O=C1CC(c2ccc(O)cc2)Oc2cc(O)cc(O)c21 (configuration not stated) returned SR 108&95, K-562 98&89, MDA-MB-231 110&99, HS 578T 90&111, MDA-MB-468 102, MCF7 147&119, T-47D 114&114 and BT-549 126&101.
Cc1cc(-c2ccco2)c(C#N)c(=O)n1C(=O)c1ccccc1 was read as SR 98, K-562 102, MDA-MB-231 100, HS 578T 111, MDA-MB-468 104, MCF7 92, T-47D 94 and BT-549 101.
Screening Clc1ccccc1-n1cc(CSc2nnc(COc3cccc4cccnc34)o2)nn1 returned SR 80, K-562 87, MDA-MB-231 85, HS 578T 100, MDA-MB-468 85, MCF7 82, T-47D 99 and BT-549 102.
For CCOC(=O)c1cc2c3c(ccc(NS(=O)(=O)c4ccccc4OC)c3n1)N(C)C2=O the results were SR 73, MDA-MB-231 65, HS 578T 59, MDA-MB-468 54, MCF7 49, T-47D 71 and BT-549 84.
Screening Cc1ccc(S(=O)(=O)NCCCNc2nccc(-c3cn(C(C)(C)C)nc3-c3ccc(F)c(O)c3)n2)cc1 returned SR 85, K-562 54, MDA-MB-231 103, HS 578T 93, MDA-MB-468 87, MCF7 85, T-47D 84 and BT-549 91.

More structures
`CCCCN(Cc1ccc(C(=O)NO)cc1)C(=O)Nc1ccc(OCCCCCn2cc(CNc3cccc4c3C(=O)N([C@@H]3CCC(=O)NC3=O)C4=O)nn2)cc1` gave SR 60, K-562 90, MDA-MB-231 90, HS 578T 83, MDA-MB-468 44, MCF7 85, T-47D 110 and BT-549 75.
Screening Oc1c(CN2CCOCC2)cc(CN2CCOCC2)c(O)c1CN1CCOCC1 returned SR 94, K-562 95, MDA-MB-231 93, HS 578T 108, MDA-MB-468 117, MCF7 99, T-47D 102 and BT-549 102.
Cc1cccc(NCC(=O)N2CCN(c3ncnc4c3cnn4-c3ccccc3)CC2)c1 was read as SR 23, K-562 44, MDA-MB-231 65, HS 578T 60, MDA-MB-468 36, MCF7 46, T-47D 34 and BT-549 77.
Screening O=C1/C(=C/c2cn(-c3ccccc3)nc2-c2ccccc2)SC(=S)N1c1ccc(Cl)cc1 returned SR 39, K-562 64, MDA-MB-231 80, HS 578T 84, MCF7 82, T-47D 82 and BT-549 78.
CCOC(=O)C(NC(C)=O)(C(=O)OCC)C1c2ccccc2-c2ccc(N)cc21 (configuration not stated) was read as SR 110, K-562 110, MDA-MB-231 102, HS 578T 110, MDA-MB-468 112, MCF7 92, T-47D 98 and BT-549 92.
COc1ccc(CCNc2nc3c(c(=O)n(Cc4ccccc4)c(=O)n3C)n2C)cc1OC was read as SR 105, K-562 104, MDA-MB-231 95, HS 578T 92, MDA-MB-468 102, MCF7 94, T-47D 100 and BT-549 103.
Cc1ccc2nc(COc3ccc(C(=O)NNC(=S)NC4CCCCC4)cc3)[nH]c2c1 was read as SR 87, K-562 95, MDA-MB-231 93, HS 578T 77, MDA-MB-468 89, MCF7 72, T-47D 80 and BT-549 114.
O=[N+]([O-])c1cc([N+](=O)[O-])c(NN=C(c2ccc(O)cc2)c2ccc(O)cc2)cc1Cl was read as SR 19, K-562 101, MDA-MB-231 -70*, HS 578T -56*, MCF7 -65*, T-47D -50* and BT-549 -12*.
`CCN(CCO)Cc1c(-c2ccccc2)oc(-c2ccccc2)c1Cl` gave SR 85, K-562 66, MDA-MB-231 97, MDA-MB-468 108, MCF7 112, T-47D 113 and BT-549 101.
For S=c1c2ncccc2c(-c2ccccn2)nn1Cc1ccccn1 the results were SR 87, K-562 96, MDA-MB-231 112, HS 578T 111, MDA-MB-468 111, MCF7 91, T-47D 76 and BT-549 80.
For CCC(=O)Nc1ccc(C(=O)NCCN(CC)CC)cc1 the results were SR 106, K-562 92, MDA-MB-231 100, HS 578T 107, MDA-MB-468 108, MCF7 100, T-47D 103 and BT-549 105.
`O=CNC1C(O)OC(CO)C(O)C1O` (configuration not stated) gave K-562 108, MDA-MB-231 121, HS 578T 109, MDA-MB-468 96, MCF7 99, T-47D 101 and BT-549 117.
CCCCCC(CCC)COC(=O)CBr (configuration not stated) was read as SR 56, K-562 109, MDA-MB-231 108, HS 578T 103, MDA-MB-468 103, MCF7 102, T-47D 105 and BT-549 105.
`CCC(CC)CC1CN2CCc3cc(OC)c(OC)cc3C2CC1(O)CC` (configuration not stated) gave SR 92, K-562 96, MDA-MB-231 119, HS 578T 103, MDA-MB-468 93, MCF7 96, T-47D 98 and BT-549 91.
Screening CCOC(=O)c1c(C)oc2ncnc(Nc3ccc(OCc4cccc(F)c4)cc3)c12 returned SR 104, K-562 107, MDA-MB-231 101, HS 578T 88, MDA-MB-468 91, MCF7 99, T-47D 91 and BT-549 100.
For O=C1CC2(C(=O)N1CN1CCOCC1)c1ccccc1-c1ccccc12 the results were K-562 45, MDA-MB-231 98, HS 578T 107, MDA-MB-468 84, MCF7 76, T-47D 105 and BT-549 107.
`CC(C)=CC(=O)C1C(=O)c2ccccc2C1=O` gave SR 91, K-562 75, MDA-MB-231 107, HS 578T 102, MCF7 93, T-47D 97 and BT-549 108.
For O=C1/C(=C\c2ccccc2)CN(C(=O)c2ccccc2F)C/C1=C\c1ccccc1 the results were SR -35*, K-562 0.0*, MDA-MB-231 13, HS 578T -10*, MDA-MB-468 -72*, MCF7 -38*, T-47D 43 and BT-549 -25*.
Screening COCCNc1nc2ccccc2c2c(=O)c3cc(F)ccc3sc12 returned SR 97, K-562 102, MDA-MB-231 97, HS 578T 91, MDA-MB-468 74, MCF7 52, T-47D 88 and BT-549 80.
Cc1ccc(/C=C2\SC(=S)N(NC(=O)c3ccccc3)C2=O)o1 was read as SR 127, K-562 111, MDA-MB-231 100, HS 578T 97, MDA-MB-468 100, MCF7 95, T-47D 95 and BT-549 95.
For CC(=O)c1c(C)c[nH]c1C the results were SR 97, K-562 104, MDA-MB-231 101, HS 578T 123, MDA-MB-468 114, MCF7 88 and T-47D 97.
`Cc1cc(=O)[nH]c(SCc2ccccc2Cl)n1` gave SR 100, K-562 87, MDA-MB-231 132, HS 578T 125, MDA-MB-468 114, MCF7 105 and T-47D 108.
